# MOR-DOR inv ag = inverse agonists of MOR-DOR heterodimerization, primary screen, cell-based, luminescence. Mu-type opioid receptor (Homo sapiens) + Delta-type opioid receptor (Homo sapiens), …. cell-based MOR-DOR heterodimer luminescence, inverse agonism. inhibition, % at 9.3 µM. 0.21% of 340,000 active; in the data active = inhibition above about 22%, passing the limit was not always enough;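 also: 0% = cells with DMSO and 100% = wells without cells with DMSO; values of inactives mirror those of a sister screen read the other way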
# Target sequence (P35372 whole entry, looked up): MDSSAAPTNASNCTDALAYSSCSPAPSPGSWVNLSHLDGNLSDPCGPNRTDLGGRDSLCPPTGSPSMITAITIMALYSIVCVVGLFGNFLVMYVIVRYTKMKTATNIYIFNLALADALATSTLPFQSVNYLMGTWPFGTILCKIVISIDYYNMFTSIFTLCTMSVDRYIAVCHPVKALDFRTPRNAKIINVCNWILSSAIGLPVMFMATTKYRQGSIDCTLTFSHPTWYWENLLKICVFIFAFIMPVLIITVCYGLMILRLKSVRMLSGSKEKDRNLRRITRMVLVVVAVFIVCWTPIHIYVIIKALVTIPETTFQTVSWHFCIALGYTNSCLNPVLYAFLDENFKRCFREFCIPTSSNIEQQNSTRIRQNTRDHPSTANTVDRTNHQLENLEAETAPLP
# Target sequence (P41143 whole entry, looked up): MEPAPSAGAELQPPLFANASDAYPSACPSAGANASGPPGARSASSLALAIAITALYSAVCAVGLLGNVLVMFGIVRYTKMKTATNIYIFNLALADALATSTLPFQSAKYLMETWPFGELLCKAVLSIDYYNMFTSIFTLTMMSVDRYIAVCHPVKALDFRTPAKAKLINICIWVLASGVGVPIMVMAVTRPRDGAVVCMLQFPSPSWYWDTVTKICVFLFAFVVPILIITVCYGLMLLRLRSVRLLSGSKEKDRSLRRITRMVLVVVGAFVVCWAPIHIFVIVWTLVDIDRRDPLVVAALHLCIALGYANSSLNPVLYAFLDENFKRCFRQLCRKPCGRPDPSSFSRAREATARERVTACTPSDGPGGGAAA
# PKA-R1A act = activators of PKA-R1A holoenzyme, primary screen, biochemical, fluorescence polarization, Cy5-IP20, bovine R1A, mouse PKAc; activation, % at 11.4 µM; cAMP-dependent protein kinase type I-alpha regulatory subunit (Bos taurus) + …; PKA-R1A dissociation; scaled: DMSO 0%, 113 µM cGMP 100%; 0.083% of 340,000 active;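 active = percent activation above the mean of all tested compounds plus 3 SD, cut at about 19% in these data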;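 also: higher means more PKAc released from R1A so a rise in polarization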
# AddAB inh = growth inhibition of E. coli expressing H. pylori AddAB, primary screen, AddAB inhibitor project, absorbance; inhibition, % at 11.9 µM; 0.29% of 330,000 active; AID 435030, 2010; in the data active = inhibition above about 12%;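 also: 0% = vehicle wells of infected cells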
# E coli growth = E. coli V3065 growth inhibition, primary screen, counter-screen for AddAB inhibitor project, absorbance, OD600 | 18 h | inhibition, % at 11.9 µM | 0.27% of 330,000 active;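 active = inhibition above the campaign's mean inhibition across all tested compounds plus 3 SD, cut at about 9.9% in these data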;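 also: uninfected addAB+ strain grown without phage in ampicillin broth; 0% = DMSO wells and 100% = ciprofloxacin 0.95 µg/ml wells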
# PfHsp90 set2 = growth inhibition of PfHsp90-expressing yeast, primary screen, antimalarial PfHsp90 inhibitor project, S. cerevisiae, BacTiter-Glo luminescence, single point, set 2. inhibition, % at 9.4 µM. 0.32% of 310,000 active. BacTiter-Glo ATP, 48 h; yeast lacking PDR1 and PDR3 efflux regulators. AID 504621, 2011;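 active = every replicate shows inhibition above about 80%, whatever the replicate mean, limit read from the data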;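 also: 0% = DMSO neutral controls and 100% = 20 µM radicicol positive controls; yeast relying on Plasmodium falciparum Hsp90 in place of its own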
# OPRM1-OPRD1 ag = agonists of OPRM1-OPRD1 heterodimerization, primary screen, cell-based, luminescence; Mu-type opioid receptor (Homo sapiens) + Delta-type opioid receptor (Homo sapiens), …; cells; activation, % at 9.3 µM; 0.3% of 340,000 active; in the data active = activation above about 18%;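 also: 0% = vehicle-treated cells and 100% = reference agonist; values of inactives mirror those of a sister screen read the other way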
# phage Ecoli inh = growth loss of phage-infected E. coli, primary screen, RecBCD inhibitor project, absorbance, with phage, HTS; inhibition, % at 11.9 µM; 0.26% of 360,000 active; in the data active = inhibition above about 11%
# PKA-R2B act = activators of PKA-R2B holoenzyme, primary screen, biochemical, fluorescence polarization, Cy5-IP20, human | AID 504700, 2011 | activation, % at 11.4 µM | PKA-R2B holoenzyme dissociation; R2B truncated from residue 108, S112A mutant; 0% DMSO only, 100% 113 µM cGMP | cAMP-dependent protein kinase catalytic subunit beta (Homo sapiens) + cAMP-dependent … | 0.079% of 340,000 active;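 active = activation above a cutoff set at the mean over all compounds plus 3 SD, cut at about 18% in these data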;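 also: higher means more holoenzyme dissociation and a rise in polarization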
# Tat export inh = E. coli Tat export inhibitors, primary screen, MC4100, TorA-mCherry reporter, fluorescence, single point; inhibition, % at 10 µM; 0.036% of 340,000 active; AID 488895, 2010;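 active = mean replicate inhibition at least 50% and at least half of replicates individually reaching 50%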;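 also: exported cargo escapes ClpAP degradation while cytoplasmic cargo is degraded and loses fluorescence; 0% = median of neutral control wells and 100% = median of NaSCN control wells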
# Mot1-301 SUMO = yeast Mot1-301 growth rescue at high temperature, primary screen, SUMOylation pathway inhibitor project, S. cerevisiae, ATP luminescence, 38.5C. S. cerevisiae Mot1-301 growth rescue; percent above DMSO median, 100 means doubled. 1% of 320,000 active. growth rescue, % at 18.8 µM;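 active = every valid replicate shows activation above 250% relative to neutral control wells; inactive = the rest, any valid replicate at or below 250%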;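 also: OY570 slx delta 5 strain wells were the positive control but not used for scaling; some compounds called inactive have numbers as strong as hits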
# HTR5A inv ctr = HTR5A inverse agonists in luminescence cell assay, primary screen, counter-screen for OPRM1-OPRD1 heterodimer inverse agonist project, full-deck HTS | inhibition, % at 9.3 µM | HTR5A cell line, inverse agonism | 0.083% of 340,000 active; in the data active = inhibition mostly above about 23%, no sharp cut-off; inactive = mostly below about 18%;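 also: 0% = cells with DMSO and 100% = no-cell wells with DMSO; some compounds called inactive have numbers as strong as hits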
# Active calls of the source: *; x = no result given.
SMILES,MOR-DOR inv ag,PKA-R1A act,AddAB inh,E coli growth,PfHsp90 set2,OPRM1-OPRD1 ag,phage Ecoli inh,PKA-R2B act,Tat export inh,Mot1-301 SUMO,HTR5A inv ctr
Cn1cnc(Sc2ncnc3nc[nH]c23)c1[N+](=O)[O-],19,-11,26*,17*,3,-3.8,11,2,6,-8,-4
CCOc1ncccc1C(=O)OCC(=O)c1cc(C)n(Cc2ccco2)c1C,6,-13,0.2,-0.4,-8,-1.0,5.0,-9,-5,167,5
COc1ccccc1/C=C/C=N/NC(=O)c1ccccn1,9,-9,0.4,-1.9,9,-1.6,0.1,-1,0,-22,5
CC1CCN(c2c(NCC3CCC(C(=O)NCc4ccccc4Cl)CC3)c(=O)c2=O)CC1 (stereo unspecified),-10,-2,-3.6,-1.0,6,1.7,0.1,7,7,39,-9
COc1cc(NC(=O)c2ccc(Cl)cc2Cl)ccc1NC(=O)c1cccs1,-20,-3,-2.4,-0.9,-10,3.7,2.1,1,-1,-23,7
COc1ccc(CN(C)CC(=O)Nc2ccc(SC(F)F)cc2)cc1OC,-10,1,-1.1,0.3,8,1.9,0.8,-3,23,-16,-17
Cc1ccc(C(=O)NCC(=O)OCC(=O)Nc2cc(S(=O)(=O)N3CCOCC3)ccc2C)cc1,6,6,-0.5,0.0,-18,-0.9,3.3,2,-2,8,19
CCOc1ccccc1-n1c(C)nc2cc(C(=O)O)ccc21,9,-2,-2.5,-0.1,-25,-1.9,1.7,-3,-10,26,-1
O=C(CCCN1C(=O)c2cccnc2C1=O)Nc1ccc(F)cc1Cl,6,2,-1.6,0.6,-29,-1.2,1.2,-1,8,-13,-5
O=C(Cc1ccccc1F)Nc1ccccc1-c1ccccc1,6,1,-2.6,-3.2,41,-1.4,-0.1,-3,3,26,1
CCOc1ccccc1N(CC(=O)Nc1cccnc1)S(C)(=O)=O,15,-4,3.3,2.5,3,-2.3,3.3,1,8,x,2
COc1ccc(N2CCN(C(=O)CCC(=O)N3CCOc4ccc(C)cc43)CC2)cc1,2,-1,0.9,-0.4,-33,-0.3,2.5,-9,9,-13,-13
Cc1onc(-c2ccccc2Cl)c1C(=O)NC(=S)Nc1ccc(C(C)(C)C)cc1,11,-5,-0.7,1.8,0,-2.2,2.4,1,-2,307,18
COc1ccccc1NC(=O)c1ccc2nc(C)c(C)nc2c1,14,-10,1.5,1.3,-30,-2.6,0.7,-9,-6,3,-4
Cn1c(=O)c2c(ncn2CC(=O)Nc2ccccc2N2CCOCC2)n(C)c1=O,x,-2,-0.5,-2.4,x,x,x,-2,-8,-5,x
O=C(N/N=C/c1ccco1)c1cccc(N2Cc3ccccc3C2)c1,-7,8,4.5,-1.3,-12,1.3,0.3,2,-8,-11,-4
CC(=O)N(Cc1nc2sc(C)c(C)c2c(=O)[nH]1)C1CCCC1,-2,0,0.2,-0.2,10,0.4,3.6,-1,-7,-6,-12
C[C@H](CO)N1C[C@H](C)[C@@H](CN(C)Cc2ccc(-c3ccccc3)cc2)Oc2c(NC(=O)c3ccncc3)cccc2C1=O,-1,6,-0.8,-2.9,29,0.2,-1.0,7,16,35,-17
CC(=O)c1c(O)c2ccccc2n(C(C)C)c1=O,-7,-6,-1.4,-0.8,24,1.4,1.3,7,-9,-22,3
O=C(Cn1c(C(=O)OCCO)cc2ccccc21)c1ccccc1,9,-18,3.3,-2.6,2,-1.8,-2.6,-9,14,374,27
CCOc1ccc(C(=O)NCC(=O)NCC2CCCCC2)cc1OCC,9,-5,1.9,-1.9,-20,-1.3,4.2,-3,11,1,7
O=C(NCCNC(=O)c1ccc(-c2ccc(Cl)c(Cl)c2)o1)c1cnccn1,2,-4,1.5,-2.2,-32,-0.3,2.2,4,0,96,1
COc1ccc([C@H]2CC(=O)C=C(c3cccc4c3Oc3ccccc3S4)C2)cc1,-4,3,-0.5,-0.3,11,0.7,0.9,6,6,-7,9
CCCCc1cc(=O)oc2cc(OS(C)(=O)=O)ccc12,3,-5,0.1,-0.1,7,-0.5,2.7,-2,0,x,19
Cn1cc(Br)c(C(=O)n2cc(Br)cn2)n1,19,3,1.9,0.5,15,-3.6,3.9,3,1,4,3

# Some entries already given, reduced to MOR-DOR inv ag:
mol | MOR-DOR inv ag
CCOc1ccc(C(=O)NCC(=O)NCC2CCCCC2)cc1OCC | 9
O=C(NCCNC(=O)c1ccc(-c2ccc(Cl)c(Cl)c2)o1)c1cnccn1 | 2

# The list goes on.
SMILES,MOR-DOR inv ag,PKA-R1A act,AddAB inh,E coli growth,PfHsp90 set2,OPRM1-OPRD1 ag,phage Ecoli inh,PKA-R2B act,Tat export inh,Mot1-301 SUMO,HTR5A inv ctr
O=C(COC(=O)C12CC3CC(CC(C3)C1)C2)NCCc1ccccc1,-18,2,1.6,2.4,5,3.0,1.2,-3,-1,7,-13
COc1ccc(OC)c(NC(=O)CNC(=O)c2ccc([N+](=O)[O-])cc2)c1,-14,5,-0.8,0.6,4,2.7,-2.7,-8,3,3,14
Cc1nonc1NC(=O)CSc1nc2ccccc2cc1C#N,11,0,-1.5,-1.1,19,-2.1,1.9,3,-9,-15,12
Cc1ccccc1NC(=O)Cc1nnc(N)s1,18,4,-10,-3.7,13,-3.7,1.4,5,0,11,3
CCOc1ccc(Cn2c(=O)sc3ccccc32)cc1OC,10,3,3.7,-1.2,-25,-1.8,1.1,-9,5,2,-17
N#CC(c1ccncc1)(c1ncc(C(F)(F)F)cc1Cl)N1CCOCC1 (stereo unspecified),11,4,-2.4,-2.4,-3,-2.3,1.6,-1,-3,-6,8
COc1cc(OC)cc(C(=O)NNC(=S)Nc2ccc(S(N)(=O)=O)cc2)c1,34*,2,4.2,0.8,-4,-7.0,1.6,1,-12,9,-16
Cc1cc(C)cc(NC(=O)CSc2nc3c(oc4ccccc43)c(=O)n2-c2ccccc2)c1,13,-6,2.9,-1.4,0,-2.9,3.6,-3,1,28,3
O=C(CCc1nnc2ccc(N3CCC4(CC3)OCCO4)nn12)Nc1cc(F)ccc1F,12,3,0.6,0.8,-15,-2.3,6.1,-6,-4,144,-6
COc1cccc(C(=O)OCC(=O)c2[nH]c(C)c(C(C)=O)c2C)c1,12,5,1.3,1.4,-9,-3.0,0.7,-7,-2,4,-4
CCOC(=O)C(=O)N/N=C/c1ccc(F)cc1,11,-4,1.6,2.4,-18,-2.2,1.9,0,3,-8,-6
O=C1OCC2=C1C(c1ccccc1)CC(=O)N2c1ccccc1 (stereo unspecified),5,0,0.3,-0.3,7,-0.7,3.8,-9,-2,3,-2
COC(=O)Nc1nc(-c2ccccc2)c(C(=O)c2ccccc2)s1,12,-2,-9.6,-0.4,-16,-2.0,1.2,-3,-9,0,-62
Cc1nn(-c2ccccc2)c(NC(=O)c2cccs2)c(-c2ccccc2)c1=O,5,2,1.6,1.5,3,-0.9,3.8,-5,5,10,2
COc1cccc(/C=C2\Oc3cc(OCC(=O)N4CCCCC4)ccc3C2=O)c1OC,-3,0,2.4,-0.8,-7,0.6,1.0,-10,13,9,15
CCn1c(=O)c2c(nc3n2CCCN3CCc2ccc(OC)c(OC)c2)n(C)c1=O,12,-1,x,x,5,-2.5,-0.2,-2,3,-7,-5
C=C1CC2C(CCC3(C)C2CCC3(O)C(C)=O)C2(C)CCC(=O)C=C12 (stereo unspecified),4,6,5.8,-0.7,-3,-0.8,0.9,0,1,77,-12
Cc1cccc2cc(/C=N/NC(=O)CN3CCOCC3)c(Cl)nc12,5,0,0.7,2.2,-5,-0.9,1.1,-5,1,-18,1
O=C(C[C@H]1C/C=C\CCC(=O)O[C@@H](c2ccccc2)CNC1=O)NCCO,3,-1,0.9,-0.7,-2,-0.6,1.3,-12,-9,-17,-34
NC(=O)C1CCN(C2CC(=O)NC2=O)CC1 (stereo unspecified),6,-14,4.7,4.7,4,-1.2,2.4,2,-6,-3,-32
CCOc1ccc(CCNC(=O)CCC(=O)N2CCOc3ccc(C)cc32)cc1OCC,15,1,0.5,-0.4,4,-2.7,1.6,-2,-1,4,2
O=C(Nc1ccc(S(=O)(=O)Nc2cnc3ccccc3n2)cc1)c1cccc(OC(F)F)c1,-5,-1,0.5,0.9,-47,0.6,1.1,-5,-8,-5,-4
CCOc1cccc(C(=O)Nc2nnc(-c3ccco3)s2)c1,-7,-9,4.0,-0.2,-8,1.7,0.5,5,0,-11,-3
CCCc1cc(C(=O)NNC(=S)NC(C)c2ccccc2)cs1 (stereo unspecified),2,-4,-0.5,0.5,x,-0.3,1.4,5,4,0,-4

# Sorted by number of heavy atoms (descending): some entries from above
SMILES,MOR-DOR inv ag,PKA-R1A act,AddAB inh,E coli growth,PfHsp90 set2,OPRM1-OPRD1 ag,phage Ecoli inh,PKA-R2B act,Tat export inh,Mot1-301 SUMO,HTR5A inv ctr
CCOc1ccc(CCNC(=O)CCC(=O)N2CCOc3ccc(C)cc32)cc1OCC,15,1,0.5,-0.4,4,-2.7,1.6,-2,-1,4,2
O=C(NCCNC(=O)c1ccc(-c2ccc(Cl)c(Cl)c2)o1)c1cnccn1,2,-4,1.5,-2.2,-32,-0.3,2.2,4,0,96,1
CCOC(=O)C(=O)N/N=C/c1ccc(F)cc1,11,-4,1.6,2.4,-18,-2.2,1.9,0,3,-8,-6

# MOR-DOR inv ag, what is marked active above.
smiles | MOR-DOR inv ag | PKA-R1A act | OPRM1-OPRD1 ag | phage Ecoli inh | PKA-R2B act | Tat export inh | Mot1-301 SUMO
COc1cc(OC)cc(C(=O)NNC(=S)Nc2ccc(S(N)(=O)=O)cc2)c1 | 34* | 2 | -7.0 | 1.6 | 1 | -12 | 9

# Quoted from the listing (4 entries):
SMILES,MOR-DOR inv ag,PKA-R1A act,AddAB inh,E coli growth,PfHsp90 set2,OPRM1-OPRD1 ag,phage Ecoli inh,PKA-R2B act,Tat export inh,Mot1-301 SUMO,HTR5A inv ctr
Cn1cnc(Sc2ncnc3nc[nH]c23)c1[N+](=O)[O-],19,-11,26*,17*,3,-3.8,11,2,6,-8,-4
CCOc1ncccc1C(=O)OCC(=O)c1cc(C)n(Cc2ccco2)c1C,6,-13,0.2,-0.4,-8,-1.0,5.0,-9,-5,167,5
COc1ccccc1/C=C/C=N/NC(=O)c1ccccn1,9,-9,0.4,-1.9,9,-1.6,0.1,-1,0,-22,5
CC1CCN(c2c(NCC3CCC(C(=O)NCc4ccccc4Cl)CC3)c(=O)c2=O)CC1 (stereo unspecified),-10,-2,-3.6,-1.0,6,1.7,0.1,7,7,39,-9

# Source: PubChem
